Screens as filed in PubChem BioAssay.
CASP6 VEID inh: blocks human caspase-6 cleavage activity; P55212; purified caspase-6, Z-VEID-R110 cleavage fluorescence; inhibition, % at 12.5 µM; 350,000 compounds, 0.53% hits; AID 686996;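 active means mean inhibition across replicates at least about 35%, with every replicate also reaching that limit, limit read from the data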;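 further: 0% = median of neutral control wells and 100% = no fluorescence left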
Target sequence (P55212 24-179 limits assumed): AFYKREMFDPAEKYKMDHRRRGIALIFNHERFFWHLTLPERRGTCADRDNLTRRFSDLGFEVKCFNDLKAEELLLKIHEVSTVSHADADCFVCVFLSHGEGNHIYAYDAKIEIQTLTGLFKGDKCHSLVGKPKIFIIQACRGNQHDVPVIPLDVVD
Target sequence (P55212 194-293 limits assumed): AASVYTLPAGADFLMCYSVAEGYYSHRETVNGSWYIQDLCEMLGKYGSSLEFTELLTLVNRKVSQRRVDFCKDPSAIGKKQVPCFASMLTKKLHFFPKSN
esBAF inh: blocks esBAF chromatin remodeling in mouse ES cells; Bmi1-luciferase knock-in reporter, 24 h; 100% = twice the neutral-well signal; AID 602393; reporter increase, % at 12.5 µM; 350,000 compounds, 2% hits; in the data active means activation above about 40%;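 further: 0% = median of the plate's neutral control wells and 100% = double that signal; a rise in the Bmi1 reporter signal indicates esBAF inhibition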
RAD54 branch: RAD54 (human) branch migration inhibition; Q92698; RAD54 Holliday junction branch migration, FAM/BHQ fluorescence; inhibition, % at 10.4 µM; 360,000 compounds, 0.14% hits; AID 602329;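 active means mean normalized replicate activity at least 40 and at least half of replicates scoring 40 or more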;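 further: 0% = median of neutral control wells and 100% = median of positive control wells; inhibitors cause a drop in the FAM fluorescence signal; in these data hits start at about 50%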
Target sequence (Q92698 whole entry, looked up): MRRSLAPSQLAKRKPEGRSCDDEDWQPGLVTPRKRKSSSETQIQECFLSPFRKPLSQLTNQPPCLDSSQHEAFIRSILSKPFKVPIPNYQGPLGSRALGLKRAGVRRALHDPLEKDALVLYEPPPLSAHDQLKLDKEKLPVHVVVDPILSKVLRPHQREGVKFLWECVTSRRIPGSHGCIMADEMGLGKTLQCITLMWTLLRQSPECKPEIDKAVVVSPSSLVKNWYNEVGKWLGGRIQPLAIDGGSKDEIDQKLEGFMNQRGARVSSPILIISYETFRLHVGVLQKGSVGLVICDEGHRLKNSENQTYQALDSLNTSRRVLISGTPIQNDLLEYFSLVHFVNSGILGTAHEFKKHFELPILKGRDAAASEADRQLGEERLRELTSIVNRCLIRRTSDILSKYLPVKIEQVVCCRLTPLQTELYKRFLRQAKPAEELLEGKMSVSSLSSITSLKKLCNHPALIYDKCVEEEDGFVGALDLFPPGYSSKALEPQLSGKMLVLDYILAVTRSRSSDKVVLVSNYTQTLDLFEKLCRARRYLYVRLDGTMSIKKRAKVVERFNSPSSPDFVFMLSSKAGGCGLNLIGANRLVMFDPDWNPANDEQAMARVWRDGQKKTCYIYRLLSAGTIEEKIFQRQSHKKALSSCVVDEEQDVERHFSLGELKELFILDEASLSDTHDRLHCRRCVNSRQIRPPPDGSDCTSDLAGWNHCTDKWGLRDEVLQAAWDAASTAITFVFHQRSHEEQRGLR
ARNT TACC3 PPI: ARNT/TACC3 interaction disruption | AlphaScreen His-ARNT PAS-B/GST-TACC3 binding, luminescence; TACC3 fragment carries E629A point mutation | 390,000 compounds, 0.66% hits | inhibition, % at 9.99 µM;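 active means mean inhibition of replicates at least 50% and at least half of replicates each reaching 50%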;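 further: 0% = complete ARNT plus TACC3 wells and 100% = ARNT alone without TACC3; many hits fall short of the cut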
E-sel inducer: E-selectin induction on HUVECs. 260,000 compounds, 0.37% hits. activation, % at 7.58 µM. HUVEC E-selectin immunofluorescence imaging; normalized: neutral wells 0, TNF-alpha wells 100. P16581;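 active means mean E-selectin-positive cell signal at least 10% of the positive control, reached in at least 60% of replicates, without over 20% cell loss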;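 further: in these data hits start at about 27%; measured in HUVEC primary endothelial cells; signal is the percent of cells scored E-selectin positive by PE staining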
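Read-out: % PE-positive cells | Test system: HUVEC | Doses: One compound dose added by pin transfer | Buffer or medium: EGM-2 over gelatin coat | Signal: Immunofluorescence imaging | Benchmarks: TNF-alpha, DMSO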
PglD inh: inhibitors of Campylobacter jejuni PglD acetyltransferase | purified PglD enzyme, DTNB colorimetric CoA detection | inhibition, % at 12.5 µM | 360,000 compounds, 0.098% hits; in the data active means inhibition above about 16%, passing the limit was not always enough; further: strong numbers were not always called active
ERp5 inh: blocks human ERp5 reductase activity on insulin; AID 651711; Q15084; inhibition, % at 9.99 µM; ERp5 insulin aggregation, absorbance 650 nm, 90 min; 350,000 compounds, 0.05% hits;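 active means mean replicate inhibition above about 25%, with every replicate also reaching it, limit read from the data, passing the limit was not always enough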
RAD52 inh: inhibitors of human RAD52 DNA annealing. recombinant RAD52 DNA annealing, FRET fluorescence. inhibition, % at 18.7 µM. 360,000 compounds, 0.46% hits. AID 651710;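 active means every replicate showing at least 50% inhibition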
Active calls of the source: *.

What do the screens show for `CN(C(=O)c1cc(S(=O)(=O)N2CCCCC2)c[nH]1)C1CCCCC1`?
CASP6 VEID inh: 1; esBAF inh: 12; RAD54 branch: 1; ARNT TACC3 PPI: -1; E-sel inducer: 0.0; ERp5 inh: 0; RAD52 inh: -11

Results for COc1ccc(S(=O)(=O)Nc2ccc(OCC(=O)O)cc2)c2ccccc12 ?
CASP6 VEID inh: 3; esBAF inh: -3; RAD54 branch: -2; ARNT TACC3 PPI: 5; PglD inh: 7; ERp5 inh: 0; RAD52 inh: -16

What do the screens show for `CCN1[C@H](C(=O)NCCc2cn(C)cn2)[C@@H](CO)[C@@H]2Cn3c(ccc(-c4ccc(F)cc4)c3=O)[C@@H]21`?
CASP6 VEID inh: 3; esBAF inh: 0; RAD54 branch: 7; ARNT TACC3 PPI: 4; E-sel inducer: 0.1; PglD inh: 15; ERp5 inh: 3; RAD52 inh: -25

How did CCN(Cc1ccccc1)S(=O)(=O)c1ccc2oc(C(=O)O)c(C)c2c1 do in these assays?
esBAF inh: -4; RAD54 branch: -2; ARNT TACC3 PPI: -14; PglD inh: -1

What do the screens show for `O=C1NC(c2ccccc2Cl)=N/C1=C/c1ccco1`?
CASP6 VEID inh: 17; ARNT TACC3 PPI: 9; E-sel inducer: 0.0; ERp5 inh: 1; RAD52 inh: -2

Results for CCC(CC)c1nnc(NC(=O)C2CCCO2)s1 (stereo unspecified) ?
CASP6 VEID inh: 1; ARNT TACC3 PPI: 2; ERp5 inh: 4; RAD52 inh: -3

How did COc1ccc(S(=O)(=O)N(C)C[C@H]2Oc3ccc(NC(=O)Nc4ccc5c(c4)OCO5)cc3C(=O)N([C@H](C)CO)C[C@H]2C)cc1 do in these assays?
CASP6 VEID inh: 1; esBAF inh: -4; RAD54 branch: -1; ARNT TACC3 PPI: 9; E-sel inducer: 9.6; PglD inh: -1; RAD52 inh: 7

What do the screens show for `CCC(=O)N(C)C[C@@H]1Oc2ncc(-c3ccc(C)cc3)cc2C(=O)N([C@@H](C)CO)C[C@@H]1C`?
CASP6 VEID inh: 2; esBAF inh: -12; RAD54 branch: 2; ARNT TACC3 PPI: -2; E-sel inducer: -0.4; PglD inh: 2; ERp5 inh: -6; RAD52 inh: 14

How did CC(=O)N1CC[C@H]2[C@@H]1c1cc(-c3ccccc3)ccc1N(C)[C@H]2CO do in these assays?
esBAF inh: 0; RAD54 branch: 1; ARNT TACC3 PPI: -10; E-sel inducer: 0.2; PglD inh: -1

Results for CN(C)S(=O)(=O)c1cccc(C(=O)Nc2ccc(Cl)cn2)c1 ?
esBAF inh: 63*; RAD54 branch: -7; ARNT TACC3 PPI: -1; PglD inh: -3

2 consecutive compounds from above:
What do the screens show for `CN(C(=O)c1cc(S(=O)(=O)N2CCCCC2)c[nH]1)C1CCCCC1`?
CASP6 VEID inh: 1; esBAF inh: 12; RAD54 branch: 1; ARNT TACC3 PPI: -1; E-sel inducer: 0.0; ERp5 inh: 0; RAD52 inh: -11

Results for COc1ccc(S(=O)(=O)Nc2ccc(OCC(=O)O)cc2)c2ccccc12 ?
CASP6 VEID inh: 3; esBAF inh: -3; RAD54 branch: -2; ARNT TACC3 PPI: 5; PglD inh: 7; ERp5 inh: 0; RAD52 inh: -16

Carrying on.
How did O=C(NNc1ccccn1)c1ccccc1CC[N+](=O)[O-] do in these assays?
CASP6 VEID inh: 1; esBAF inh: 10; RAD54 branch: -3; ARNT TACC3 PPI: 18; E-sel inducer: -3.4; PglD inh: -8; ERp5 inh: -1; RAD52 inh: -14

How did CO/N=C(/CS(=O)(=O)Cc1ccccc1Cl)c1ccc(Cl)cc1Cl do in these assays?
esBAF inh: -4; RAD54 branch: -5; ARNT TACC3 PPI: -8; PglD inh: 1

Results for CCCC(=O)NCc1ccc2c(c1)cc(C)n2C ?
esBAF inh: -7; RAD54 branch: -18; ARNT TACC3 PPI: -4; PglD inh: 1

What do the screens show for `COC(=O)c1ccc(CN(C)S(=O)(=O)c2cccs2)cc1`?
CASP6 VEID inh: -1; esBAF inh: 34; RAD54 branch: -5; ARNT TACC3 PPI: -9; PglD inh: -1; ERp5 inh: 0; RAD52 inh: -13

What do the screens show for `COc1cc2c(cc1OC)C(C(=O)Nc1cc(C)c(OC)c(C)c1)CC(=O)N2` (stereo unspecified)?
CASP6 VEID inh: 0; esBAF inh: -2; RAD54 branch: -9; ARNT TACC3 PPI: -7; PglD inh: -2; ERp5 inh: 3; RAD52 inh: -7

What do the screens show for `O=S1(=O)N[C@H](Cc2ccccc2)COc2cccc(N3CCC[C@@H]3CO)c21`?
CASP6 VEID inh: -5; E-sel inducer: 0.0; ERp5 inh: 4; RAD52 inh: -15

Results for C[C@H]1CN([C@@H](C)CO)C(=O)c2cccc(NS(=O)(=O)c3cn(C)cn3)c2O[C@@H]1CN(C)C(=O)Nc1ccccc1 ?
CASP6 VEID inh: 2; esBAF inh: -5; RAD54 branch: 10; ARNT TACC3 PPI: -7; E-sel inducer: 0.2; PglD inh: -1; ERp5 inh: 6; RAD52 inh: 3

Results for Fc1cccc(CCN2CCNC[C@@H]2CC2CCCCC2)c1 ?
CASP6 VEID inh: -5; esBAF inh: 2; RAD54 branch: 5; ARNT TACC3 PPI: -14; E-sel inducer: 0.0; PglD inh: -4; ERp5 inh: 4; RAD52 inh: 14

What do the screens show for `Cc1ccc(OCC(=O)NNC(=O)Cn2nnc(-c3ccccc3)n2)cc1`?
CASP6 VEID inh: 0; ARNT TACC3 PPI: -15; ERp5 inh: 5; RAD52 inh: -10

Results for O=S(=O)(NCC(c1cccnc1)N1CCN(Cc2ccccc2)CC1)c1ccc(Cl)cc1 (stereo unspecified) ?
CASP6 VEID inh: -15; esBAF inh: 0; RAD54 branch: -7; ARNT TACC3 PPI: 7; E-sel inducer: 0.4; PglD inh: 1; ERp5 inh: 1; RAD52 inh: -8

Of the compounds above, 2 have fluorine:
What do the screens show for `CCN1[C@H](C(=O)NCCc2cn(C)cn2)[C@@H](CO)[C@@H]2Cn3c(ccc(-c4ccc(F)cc4)c3=O)[C@@H]21`?
CASP6 VEID inh: 3; esBAF inh: 0; RAD54 branch: 7; ARNT TACC3 PPI: 4; E-sel inducer: 0.1; PglD inh: 15; ERp5 inh: 3; RAD52 inh: -25

Results for Fc1cccc(CCN2CCNC[C@@H]2CC2CCCCC2)c1 ?
CASP6 VEID inh: -5; esBAF inh: 2; RAD54 branch: 5; ARNT TACC3 PPI: -14; E-sel inducer: 0.0; PglD inh: -4; ERp5 inh: 4; RAD52 inh: 14

(cont.)
What do the screens show for `CO[C@@H]1CN(C)C(=O)c2cc(NC(=O)C3CC3)ccc2OC[C@@H](C)N(C(=O)CN(C)C)C[C@@H]1C`?
CASP6 VEID inh: -3; esBAF inh: 2; RAD54 branch: 0; ARNT TACC3 PPI: 1; E-sel inducer: -0.2; PglD inh: -1; ERp5 inh: -1; RAD52 inh: 8

How did CN(C)CCN1CC(O)=C(c2nc3ccccc3s2)C1=N do in these assays?
CASP6 VEID inh: -3; esBAF inh: 8; RAD54 branch: 15; ARNT TACC3 PPI: -1; E-sel inducer: 5.3; PglD inh: -3; ERp5 inh: 3; RAD52 inh: -6

What do the screens show for `CS(=O)(=O)Nc1ccc2c(c1)[C@H]1C[C@H](CC(=O)NC3CCCC3)O[C@@H](CO)[C@H]1O2`?
CASP6 VEID inh: 0; esBAF inh: -9; RAD54 branch: -1; ARNT TACC3 PPI: -2; E-sel inducer: -0.8; PglD inh: -1; ERp5 inh: -1; RAD52 inh: -11

What do the screens show for `CCc1ccc(OCC(=O)N/N=C2\CC(=O)c3ccccc32)cc1`?
esBAF inh: -10; RAD54 branch: 1; ARNT TACC3 PPI: 1; PglD inh: 0

Results for Cc1cc(NC(=O)C2CCCO2)ccc1Br (stereo unspecified) ?
CASP6 VEID inh: -7; ARNT TACC3 PPI: -2; ERp5 inh: -1; RAD52 inh: 13

How did COc1cc(Cc2cc(N)nc(N)n2)cc(OC)c1OC do in these assays?
CASP6 VEID inh: 5; esBAF inh: 7; RAD54 branch: -11; ARNT TACC3 PPI: -27; E-sel inducer: -0.2; PglD inh: -1; ERp5 inh: 2; RAD52 inh: -8

How did C[C@@H]1CCCCO[C@@H](CN(C)S(=O)(=O)c2ccc(Cl)cc2)[C@@H](C)CN([C@H](C)CO)C(=O)c2cc(NC(=O)c3ccncc3)ccc2O1 do in these assays?
CASP6 VEID inh: -2; esBAF inh: 2; RAD54 branch: 6; ARNT TACC3 PPI: -3; PglD inh: 0; ERp5 inh: 2; RAD52 inh: -15

How did C[C@H](CO)N1C[C@H](C)[C@@H](CN(C)S(=O)(=O)c2cn(C)cn2)Oc2ccc(NS(=O)(=O)c3ccc(F)cc3)cc2CC1=O do in these assays?
esBAF inh: 2; RAD54 branch: -3; ARNT TACC3 PPI: -12; E-sel inducer: -0.2; PglD inh: 3; ERp5 inh: 17; RAD52 inh: 0

Results for O=C(c1ccccc1)N(Cc1ccco1)C1CCS(=O)(=O)C1 (stereo unspecified) ?
esBAF inh: -5; RAD54 branch: -7; ARNT TACC3 PPI: -4; PglD inh: -10

How did Cc1cc(C)cc(NC(=S)N2CCN(c3ccccn3)CC2)c1 do in these assays?
CASP6 VEID inh: 2; esBAF inh: 4; RAD54 branch: -6; ARNT TACC3 PPI: -3; E-sel inducer: 0.0; PglD inh: -3; ERp5 inh: -2; RAD52 inh: -14

Results for COC(=O)c1ccc(C(=O)OC)c(NC(=O)c2cccnc2)c1 ?
esBAF inh: -4; RAD54 branch: 0; ARNT TACC3 PPI: 31; PglD inh: 4

Results for CCOc1ccc(-n2cnc3sc4c(c3c2=O)CCCC4)cc1 ?
CASP6 VEID inh: -1; RAD54 branch: -3; PglD inh: 2; ERp5 inh: -4; RAD52 inh: -10

How did COc1ccc(NC(=O)c2ccc(Cl)cc2)c[n+]1[O-] do in these assays?
CASP6 VEID inh: 0; esBAF inh: -6; RAD54 branch: -3; ARNT TACC3 PPI: -5; PglD inh: -3; ERp5 inh: 0; RAD52 inh: 0

How did COc1ccc(S(=O)(=O)NCC2CCCN(C(=O)C3CCCC3)C2)cc1 (stereo unspecified) do in these assays?
CASP6 VEID inh: 1; ARNT TACC3 PPI: 1; ERp5 inh: 11; RAD52 inh: -12

What do the screens show for `Cc1ccc(S(=O)(=O)N(C)C)cc1NC(=O)COC(=O)c1sc2cc(Cl)ccc2c1Cl`?
CASP6 VEID inh: -2; esBAF inh: -6; RAD54 branch: -12; ARNT TACC3 PPI: -3; E-sel inducer: 0.3; PglD inh: -2; ERp5 inh: -3; RAD52 inh: -26

What do the screens show for `CCOc1ccccc1NC(=O)CS(=O)(=O)c1cn(CC(=O)N2CCOCC2)c2ccccc12`?
CASP6 VEID inh: 4; esBAF inh: 4; RAD54 branch: -18; ARNT TACC3 PPI: -5; E-sel inducer: 0.0; PglD inh: 5; ERp5 inh: -2; RAD52 inh: -9

Results for O=C(CN1C(=O)C2CCCCC2C1=O)Nc1nc2ccc(F)cc2s1 (stereo unspecified) ?
CASP6 VEID inh: 5; ARNT TACC3 PPI: 0; E-sel inducer: 1.2; ERp5 inh: 2; RAD52 inh: -8

Results for COc1cc(C(=O)Nc2cccc(-c3nc4cc(C)ccc4o3)c2)cc(OC)c1OC ?
CASP6 VEID inh: -2; ARNT TACC3 PPI: -3; ERp5 inh: -8; RAD52 inh: -19

How did CO[C@H]1CN(C)C(=O)c2cc(NC(C)=O)ccc2OC[C@@H](C)N(Cc2ccccc2F)C[C@@H]1C do in these assays?
CASP6 VEID inh: 3; esBAF inh: 0; RAD54 branch: 2; ARNT TACC3 PPI: 2; E-sel inducer: -0.1; PglD inh: -1; ERp5 inh: -3; RAD52 inh: -4

Results for CN(Cc1nc2c(s1)CCCC2)C(=O)CCc1nnc(-c2ccc3c(c2)OCO3)o1 ?
CASP6 VEID inh: -2; esBAF inh: -3; RAD54 branch: -18; ARNT TACC3 PPI: 2; E-sel inducer: 0.8; PglD inh: -5; ERp5 inh: 0; RAD52 inh: -6

What do the screens show for `CC1CCC(NC(=O)Nc2cccs2)CC1` (stereo unspecified)?
esBAF inh: 20; RAD54 branch: -8; ARNT TACC3 PPI: 28; PglD inh: 3
